# FLuc inh: firefly luciferase inhibition. P08659. purified firefly luciferase, luminescence, 8 min. Potency, µM (top dose mostly 57.1 µM), inactives show top-dose activity change, negative = inhibition, hits mostly inhibitors. actives 2.2% (n = 72,000). AID 411; also: potency is read from the fitted curve at half-maximal effect; % is scaled to controls: 0 for no effect and ±100 for the full control effect; nearly all actives have a fitted effect of over 40% in size
#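 Titration-based qHTS; buffer 50 mM imidazole pH 7.2, 50 mM KCl, 7 mM MgCl2, 10 uM ATP, 0.01% Tween 20, 0.05% BSA; luciferase/luciferin detector mix added after compound; 8 min, ambient; luminescence.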
# HADH2 inh: blocks human hydroxyacyl-CoA dehydrogenase type II | Q99714 | recombinant HADH2, NADH fluorescence, beta-hydroxybutyryl-CoA | Potency, µM (series often up to 57.1 µM), inactives show at the highest dose activity change, negative = inhibition, hits mostly inhibitors | actives 3.4% (n = 73,000); also: potency is read from the fitted curve at half-maximal effect; % is scaled to controls: 0 for no effect and ±100 for the full control effect; nearly all actives have a fitted effect of over 60% in size; many of its hits are not listed in these tables
# Target sequence (Q99714 whole entry, looked up, one chain of several): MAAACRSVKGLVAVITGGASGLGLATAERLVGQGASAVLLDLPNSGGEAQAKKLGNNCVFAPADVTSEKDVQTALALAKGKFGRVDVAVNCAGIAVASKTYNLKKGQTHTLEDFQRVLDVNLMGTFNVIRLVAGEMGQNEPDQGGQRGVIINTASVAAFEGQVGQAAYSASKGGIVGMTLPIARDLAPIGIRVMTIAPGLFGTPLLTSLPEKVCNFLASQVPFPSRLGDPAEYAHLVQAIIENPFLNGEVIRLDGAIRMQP
#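 20 nM HADH2 + cpd, 15 min RT; add 1 mM NAD+/90 uM beta-hydroxybutyryl-CoA; kinetic fluorescence 360/450 nm, 4 min. Tris-HCl pH 9.0, 0.01% Tween-20.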
# GFP derepression: epigenetic modulators derepressing GFP locus in mouse cells | mouse C127i GFP locus derepression, cytometry, 30 h | Potency, µM (titrated, usually from 46.1 µM), without a hit: top-dose GFP derepression (activation) | actives 0.09% (n = 68,000); also: % of control where 0% means no effect
#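 Read-out is the number of GFP-positive cells, scored as fluorescent objects 20 to 120 um wide, reflecting derepression of a silenced CMV-GFP reporter in murine C127i cells after 30 h compound exposure at 37 C.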
# Tau fil binding: binders of human tau filaments; P10636; recombinant tau filaments, thioflavin S fluorescence, 15 h; filaments grown with octadecylsulfate alongside compound; Potency, µM (doses to about 57.1 µM), inactives show at the highest dose activity change, negative = inhibition; actives 2% (n = 71,000); AID 596;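 also: potency is read from the fitted curve at half-maximal effect; % is scaled to controls: 0 for no effect and ±100 for the full control effect; actives lower thioflavin S fluorescence by blocking filaments or displacing dye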
# Target sequence (P10636 whole entry, looked up): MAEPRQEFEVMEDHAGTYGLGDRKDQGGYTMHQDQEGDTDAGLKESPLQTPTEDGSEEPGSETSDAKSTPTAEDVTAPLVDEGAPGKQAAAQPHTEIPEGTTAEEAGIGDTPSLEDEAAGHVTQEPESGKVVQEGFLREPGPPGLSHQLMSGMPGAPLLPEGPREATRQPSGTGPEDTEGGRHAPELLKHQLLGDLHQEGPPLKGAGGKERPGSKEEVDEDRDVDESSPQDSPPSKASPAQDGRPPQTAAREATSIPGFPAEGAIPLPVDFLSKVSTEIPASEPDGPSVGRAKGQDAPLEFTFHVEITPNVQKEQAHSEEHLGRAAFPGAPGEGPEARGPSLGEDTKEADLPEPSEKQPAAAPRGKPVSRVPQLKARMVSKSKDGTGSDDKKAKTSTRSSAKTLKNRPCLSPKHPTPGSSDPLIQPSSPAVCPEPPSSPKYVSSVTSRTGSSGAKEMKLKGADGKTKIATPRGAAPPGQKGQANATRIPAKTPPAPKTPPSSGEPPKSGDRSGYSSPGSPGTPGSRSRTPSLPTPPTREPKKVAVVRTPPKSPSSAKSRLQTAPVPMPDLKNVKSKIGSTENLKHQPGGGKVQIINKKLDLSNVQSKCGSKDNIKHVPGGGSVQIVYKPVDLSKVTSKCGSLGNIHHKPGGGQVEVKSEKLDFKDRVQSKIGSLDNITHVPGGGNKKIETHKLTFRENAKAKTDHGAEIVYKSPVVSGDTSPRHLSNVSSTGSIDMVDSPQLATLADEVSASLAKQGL
#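 Read-out: ThS fluorescence, 450 nm excitation/510 nm emission; lower signal marks blocked filament formation or displaced dye. Tau at 1 uM with 30 uM ODS, 10 uM ThS, 5 mM DTT, 100 mM NaCl, 10 mM HEPES pH 7.4; 15 h, 37 C.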
# 15-hLO inh: blocks human 15-lipoxygenase activity. P16050. purified 15hLO-1, xylenol orange hydroperoxide absorbance. Potency, µM (top dose mostly 57.1 µM), for the others: at the highest dose activity change, negative = inhibition, hits mostly inhibitors. actives 1.4% (n = 74,000); also: potency is read from the fitted curve at half-maximal effect; % is scaled to controls: 0 for no effect and ±100 for the full control effect; nearly all actives have a fitted effect of over 55% in size
#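 40 nM 15hLO-1 + cpd, 15 min RT; start w/ 50 uM AA (final), 6 min RT; stop/detect w/ 200 uM XO + 300 uM Fe(II) in 50 mM H2SO4, 30 min; A573/A405. Buffer 25 mM Hepes pH 7.5, 0.01% Triton X-100. No-enzyme wells as negative control.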
# UbGFP stabilizer: proteasome inhibitors stabilizing ubiquitin-GFP reporter; 67,000 tested, under 10 active; Ubiquitin-GFP reporter cells, proteasome inhibition, GFP fluorescence; response scale: untreated = 0%, 10 µM MG-132 = 100%; AID 526; Potency, µM (series often up to 45.9 µM), without a hit: top-dose activation (GFP accumulation), hits mostly activators; active = well fitted activation curve with a large enough effect, not every such curve was filed as active; inconclusive = small, poorly fitted or top-dose-only effect, or another doubt; inactive = no such curve, though single readings can be large or run the other way; also: potency is read from the fitted curve at half-maximal effect
#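 GFP accumulation read-out: laser plate cytometry counting ubiquitin(G76V)-GFP-expressing U2OS cells after 4 hr compound exposure at 37 °C. Titrations spanned 46 uM to 2.9 nM; 0% = basal, 100% = 10 uM MG-132; concentration-response curves fitted.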
# Pol III holo inh: DNA polymerase III holoenzyme inhibition; reconstituted DNA polymerase III holoenzyme replication, biochemical; Potency, µM (doses to about 57.1 µM), without a hit: top-dose activity change, negative = inhibition; actives 0.25% (n = 71,000); AID 603; also: potency is read from the fitted curve at half-maximal effect; % is scaled to controls: 0 for no effect and ±100 for the full control effect
#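 Reconstituted *E. coli* holoenzyme (0.35 nM Pol III, 1 nM beta, 154 nM SSB, 2 nM primase) was preincubated with compound for 15 min at RT. Synthesis on 1.4 nM ssM13Gori ran 35 min, then was stopped with PicoGreen/EDTA and read as dsDNA fluorescence.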
# Hsp90 Hop PPI: changes Hsp90-Hop TPR2A binding signal, up or down | AlphaScreen TPR2A-His6 binding biotin-Hsp90 C-terminal peptide | Potency, µM (titrated, usually from 57 µM), for the others: top-dose activity change, negative = inhibition | actives 0.44% (n = 71,000) | AID 595; active = well fitted curve in either direction with a large enough effect; inconclusive = small, poorly fitted or top-dose-only effect, or another doubt; also: potency is read from the fitted curve at half-maximal effect; % is scaled to controls: 0 for no effect and ±100 for the full control effect; many of its hits are not listed in these tables
# HBB splicing: modulators of hemoglobin beta chain splicing. HBB splicing reporter cell assay, activation; EGFP reporter with mutant IVS2-654 intron; response scale: normalised to 500 nM splice-correcting PNA. Potency, µM (top dose mostly 46.1 µM), without a hit: at the top dose activation, most hits filed as activators. actives 0.06% (n = 65,000); also: potency is read from the fitted curve at half-maximal effect; 0% is about no effect
#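 HeLa cells stably expressing EGFP interrupted by mutant beta-globin intron 2 (IVS2-654), 500/well in 2% FCS. Treated with compound for 2 days at 37C. Splicing correction scored as total well GFP intensity (488 nm excitation, 500-520 nm emission); 500 nM antisense PNA served as control.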
# ERK AVP block: inhibitors of vasopressin-stimulated ERK signaling pathway. HEK293-V1b, vasopressin-stimulated pERK AlphaScreen. actives 0.99% (n = 72,000). AID 995. Potency, µM (top dose mostly 57.5 µM), for the others: at the highest dose activity, negative = inhibition, hits mostly inhibitors; also: potency is read from the fitted curve at half-maximal effect; % is scaled to controls: 0 for no effect and ±100 for the full control effect; nearly all actives have a fitted effect of over 55% in size
#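 HEK293 cells stably expressing V1b receptor, seeded overnight in 1% FBS, were treated with compounds for 30 min at 37C, then stimulated 5 min with 25 nM vasopressin; phospho-ERK read by AlphaScreen SureFire after lysis.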
# CRE Fsk mod: CRE-bla signaling modulation under forskolin stimulation; CHO CRE-bla reporter (cAMP response element driving beta-lactamase), forskolin EC10, beta-lactamase ratio; Potency, µM (titrated, usually from 38.2 µM), inactives show top-dose activity change, negative = inhibition, hits mostly activators; actives 2.5% (n = 71,000); AID 662; active = well fitted activation curve with a large enough effect in the signal ratio, with a control signal flat, not every such curve was filed as active; inconclusive = small, poorly fitted or top-dose-only effect, or effect the other way, or a change in a side signal; the % refers to the signal ratio; also: potency is read from the fitted curve at half-maximal effect; % of control where 0% means no effect
#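 Cells were plated overnight at 37 °C, exposed to compound titrations plus EC10 NKH 477 for 3 h, then given CCF4 dye for 2 h at room temperature. Blue/green (460/530 nm) ratio was converted to %Activity and AC50 values calculated.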
# An asterisk follows results filed as active; ? = inconclusive; / = not tested or not shown; [ ] = another dose, or the depositor's remark. Unless noted, calls follow the shape of the dose curve; as a rule, active = well fitted curve in the direction sought with a large enough effect; inconclusive = small, poorly fitted or top-dose-only effect, or another doubt; inactive = no such curve, though single readings can be large; an effect the other way counts as inactive or inconclusive. The list is partial; rates above refer to the full screens.
# Each structure is followed by: FLuc inh, HADH2 inh, GFP derepression, Tau fil binding, 15-hLO inh, UbGFP stabilizer, Pol III holo inh, Hsp90 Hop PPI, HBB splicing, ERK AVP block, CRE Fsk mod
NC(=O)CSc1nnc(-c2cc3ccccc3o2)n1Cc1ccccc1
 : 0%, ?, -2%, 224%, 4%, 3%, -5%, -7%, -0.5%, -10%, -9%
CCOC(=O)C(C)Sc1nnc(Cc2cc(=O)[nH]c(=O)[nH]2)n1-c1cccc(OC)c1 (centres undefined)
 : -6%, -6%, /, 0%, -15%, -4%, -2%, -4%[2.3 µM], 0.5%, -15%, -2%
Cc1cc(C)nc(N2CCCC(C(=O)NCCc3ccc(F)cc3)C2)n1 (centres undefined)
 : 0%, 6%, 1%, 7%, -3%, 1%, -4%, -3%, -3.7%, 8%, -3%
CNc1ccc(C(O)(C(F)(F)F)C(F)(F)F)cc1C(O)(C(F)(F)F)C(F)(F)F
 : 2%, 4%, -3%, -13%, ?, 8%, -5%, -2%, 0.3%, ?, -20%
CCNC(=O)N1CCN(CCCC(c2ccc(F)cc2)c2ccc(F)cc2)CC1
 : 0%, -19%, 0%, -4%, -11%, -6%, -1%, -7%, 0.5%, ?, -11%
CCOc1ccccc1Nc1nnc(SCC(=O)Nc2cc(C)on2)s1
 : 0%, -10%, -1%, 4%, -13%, -3%, -7%, -7%, 1.8%, -11%, -12%
CCOc1ccc(S(=O)(=O)NCCCN2CCOCC2)c2ccccc12
 : 1%, 3%, 2%, -7%, 10%, 4%, -2%, -3%, 0.4%, -7%, 2%
CC(=O)c1cnc2nc(C)nn2c1C
 : 2%, -5%, 2%, -6%, -2%, 1%, -2%, -1%, -2.6%[57.5 µM], 19%, -2%
COc1ccc(Cl)cc1NC(=O)CSc1ncnc2c1oc1ccccc12
 : 2%, 15%, -2%, 7%, 4%, 7%, -2%, -3%, 0.2%, -20%, 0.1µM*
CC(=O)Nc1ccc(S(=O)(=O)N(C)S(=O)(=O)c2ccc(F)cc2)cc1
 : 10%, 4%, 0%, 0%, 6%, 0%, -5%, 1%, 4.0%[57.5 µM], -9%, -5%
Nc1cc(N)nc(SCc2cccnc2)n1
 : -3%, -2%, -3%, 6%, 8%, -3%, 5%, -25%, -1.4%, -20%, -13%
Cc1ccccc1Cn1nc(C)c(NC(=O)c2cc(-c3cccs3)on2)c1C
 : 0%, -1%, -1%, 128%, 5%, -7%, -4%, 4%, -0.5%, ?, -15%
CCOc1ccc(-c2[nH]ncc2Oc2ccccc2OCC)c(O)c1
 : 0%, -2%, 9%, 6%, ?, 2%, -4%, -3%, 6.0%[0.369 µM], ?, 10%
COc1ccc2c(c1OC)C(=O)N1C2SC[C@H]1C(=O)NC1CC(C)(C)NC(C)(C)C1 (some centres undefined)
 : 0%, 1%, 7%, -12%, -4%, 3%, -6%, -6%, 2.4%, -3%, -25%
Brc1ccc(-c2nc(-c3ccccn3)no2)o1
 : 3.2µM*, 67%[activator], 0%, 11%, 5%, -3%, 0%, -5%, -1.8%, -6%, 4%
COC(=O)C1=C(NC(=O)c2cccc(OC)c2)CCS1
 : 1%, 6%, -1%, 42%, -5%, -1%, 1%, 9%, -1.9%, 8%, ?
CCN(CC(=O)Nc1ccc(S(N)(=O)=O)cc1)S(=O)(=O)c1cc(C)ccc1OC
 : 1%, 10%, 0%, -1%, -1%, 4%, 6%, -5%, 6.5%, -10%, -14%
CC1(C)CC(=O)C(CCC(=O)c2ccccc2)C(C)(C)N1 (centres undefined)
 : 1%, 2%, 0%, -14%, 6%, 4%, -2%, 1%, -3.8%, -4%, -4%
CCOC(=O)Cc1nnc2c(Nc3ccccc3F)nc3nonc3n12
 : 1%, 6%, 3%, -5%, -2%, 7%, -3%, -2%, /, -19%, -7%
Cn1c(=O)n(CCN2CCOCC2)c(=O)c2c1nc1n2CCCN1c1ccccc1
 : -1%, -6%, 0%, -4%, 2%, /, 1%, -3%, 6.2%[0.369 µM], 8%, 27%
COc1ccc(Oc2c(C)oc3cc(OC(=O)N4CCOCC4)ccc3c2=O)cc1
 : -1%, 10%, -5%, 2%, 6%, -3%, -7%, -4%, -0.6%, -16%, ?
O=C(O)[C@@H](O)c1ccc(F)cc1
 : 2%[11.4 µM], -3%[11.4 µM], -1%[9.22 µM], 27%[11.4 µM], 2%[11.4 µM], -8%[9.17 µM], -10%[11.4 µM], -6%[11 µM], -1.1%[9.22 µM], 18%[11.5 µM], -6%[7.6 µM]
O=C(c1ccncc1)N1CCC2(CCN(Cc3nccs3)CC2)CC1
 : -2%[11.4 µM], 4%, 5%[9.22 µM], 2%, 18%, 9%, -1%, -5%, 2.1%, 5%, 1%
CC(C)n1c(CN2CCN(C)CC2)nc2c1c(=O)n(C)c(=O)n2C
 : 3%, 21%, -2%, 3%, 6%, 3%, 0%, 1%, /, -1%, 4%
CCOc1ccc(-c2nc(CSCC(=O)N3CCN(C(=O)c4ccco4)CC3)c(C)o2)cc1
 : -17%, -12%, -2%, 19%, 0%, 10%, 3%, -5%, -1.4%, -18%, 7%
Cc1cc(NC(=O)c2cccc(COc3ccc(Br)cc3)c2)no1
 : -13%, 5%, /, 294%, -2%, -3%, -5%, -6%[2.3 µM], -1.8%, -27%, 7%
COc1ccccc1CCn1c(=O)cnc2cncnc21
 : 1%[11.4 µM], -5%, 0%[9.22 µM], -6%, 5%, -2%, -17%, -1%, -1.0%, -17%, ?
O=C(c1cnn2c(C(F)F)cc(-c3ccccc3)nc12)N1CCSCC1
 : -3%, 10%, -1%, -9%, -21%, -8%, -3%, 0%, 0.8%, -5%, 8%
O=C(NCc1ccco1)c1ccc(CN2CCOCC2)cc1
 : -2%, -1%, -2%, -4%, -5%, 7%, -3%, -4%, -0.2%[9.22 µM], -16%, -3%
O=c1ccc(Br)c[nH]1
 : 2%, -4%, -4%, 0%, 0%, -11%, -4%, -7%, 0.6%, 14%, ?

# Pulled by compound from the entries so far (2):
# Each structure is followed by: FLuc inh, HADH2 inh, GFP derepression, Tau fil binding, 15-hLO inh, UbGFP stabilizer, Pol III holo inh, Hsp90 Hop PPI, HBB splicing, ERK AVP block, CRE Fsk mod
CCOc1ccc(-c2nc(CSCC(=O)N3CCN(C(=O)c4ccco4)CC3)c(C)o2)cc1
 : -17%, -12%, -2%, 19%, 0%, 10%, 3%, -5%, -1.4%, -18%, 7%
O=C(NCc1ccco1)c1ccc(CN2CCOCC2)cc1
 : -2%, -1%, -2%, -4%, -5%, 7%, -3%, -4%, -0.2%[9.22 µM], -16%, -3%

# (list continues)
# Each structure is followed by: FLuc inh, HADH2 inh, GFP derepression, Tau fil binding, 15-hLO inh, UbGFP stabilizer, Pol III holo inh, Hsp90 Hop PPI, HBB splicing, ERK AVP block, CRE Fsk mod
Cc1c2c(n3c(nc4ccccc43)c1C#N)N(Cc1ccccn1)CC2
 : -3%, 23%, 0%, 236%, 10%, 16%, 6%, -16%, -0.3%, -19%, 3%
Cc1nc(NCCO)c2nc(-c3ccccc3)n(CCN(C)C)c2n1
 : /, ?, /, -12%, 32µM*, 2%, -9%, -5%, -1.1%, -28%, ?
c1ccc(CSc2nnc(-c3c[nH]c4ccccc34)o2)cc1
 : -28%, -7%, 2%, 62%, -15%, 3%, -3%, 1%, 0.0%[57.5 µM], -7%, -2%
COCC(=O)N1CCC2(CC1)CCN(c1ccccc1)CC2
 : 0%[11.4 µM], 9%, 0%[9.22 µM], -16%, 1%, 1%, -9%, 1%, -0.1%, 16%, 0%
CC(C)C[C@@H](CC(=O)N[C@@H](CCC(=O)O)CC(=O)O)NC(=O)[C@@H]1CCCC[C@H]1NC(=O)C[C@@H](NC(=O)C[C@H](Cc1c[nH]c2ccccc12)NC(=O)[C@@H]1CCCC[C@H]1N)C(C)C
 : /, -21%, /, ?, /, /, 2%, 5µM*, 1.6%, /, -15%
Cc1cc(Nc2ccc(Br)cc2)n2nc(C)nc2n1
 : 3%, -8%, -5%, 5%, 13%, 9%, -2%, -1%, -0.6%, -12%, ?
